Yfh1-off respiration: mitochondrial function rescue without frataxin homolog – Friedreich's ataxia, plus single-dose screen, dose response (AID 1465); one-dose fold induction at 50 µM; EC50 in µM for titrated hits; S. cerevisiae Yfh1-off respiration, WST-1 reduction, 72 h; higher fold induction means a stronger effect; hit rate 0.074% among 220,000;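 active means fold induction of absorbance versus untreated yeast above a set limit, then at least 30% activation at any dose in follow-up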;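 further: activators that raise dye reduction in frataxin-depleted yeast; strong numbers were not always called active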
Dynein transport: dynein cargo transport inhibition; hit rate 0.47% among 220,000; 3617.4 mouse cells, GR-EGFP nuclear translocation imaging; test concentration mostly 20 µM; stimulated with dexamethasone, 1 µM; active compounds read low; AID 1381; z-score, hits read low;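 active means plate z-score of nuclear minus cytoplasmic receptor signal below a set negative limit, without overly bright fluorescence or cell loss, cut at about -3.5 in these data, passing the limit was not always enough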;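 further: z-score of nuclear minus cytoplasmic ring GR-EGFP intensity difference per well; some compounds called inactive have numbers as strong as hits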
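Buffer or medium: tet-free, stripped-serum medium; reagent: dexamethasone at 1.0 µM final, 30 min; incubation: 48 h induction, 1 h compound, 30 min dex at 37 °C; measured by: formaldehyde fixation, Hoechst nuclear stain, 10x automated fluorescence imaging; read-out: nuclear-to-cytoplasmic GR-EGFP distribution per well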
bCat nuc transl: modulators of beta-catenin nuclear translocation. HeLa beta-catenin nuclear translocation, immunofluorescence imaging. nuclear translocation activity, % at 5 µM. hit rate 0.3% among 190,000. AID 1665;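 active means nuclear translocation activity above 50% at 5 µM, with a well cell count of 50 or more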;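 further: per-cell ratio of nuclear to cytoplasmic median beta-catenin stain intensity; plate controls were DMSO negative control for no effect and GSK-3 inhibitor IX positive control for full effect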
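Test system: HeLa cells, endogenous beta-catenin; Compound: single 5 µM dose plus 0.02–20 µM confirmation series; Times: compound exposure 24 h at 37°C; Signal: fluorescence imaging of beta-catenin antibody stain plus DAPI; Read-out: % activation, nuclear-to-cytoplasmic median beta-catenin signal ratio per cell.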
Dynein transport cytoplasmic EGFP: recorded beside Dynein transport, whose call it bears; z-score; measured here: cytoplasmic GR-EGFP intensity; active compounds read high
Dynein transport nuclear GR-EGFP: also measured in Dynein transport; calls as there; z-score; measured here: nuclear GR-EGFP intensity;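 lower value marks the stronger effect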
Dynein transport cell count: also measured in Dynein transport; calls as there; z-score; measured here: cell count per field
bCat nuc transl cell count 5 µM: second read-out of bCat nuc transl, no call of its own (marks repeat the call); cell count; measured here: cell count, cytotoxicity flag
Starred values were filed as active, the others as inactive; i = inactive. An excerpt (hit frequency here may not be typical).

SMILES	Yfh1-off respiration	Dynein transport	Dynein transport cytoplasmic EGFP	Dynein transport nuclear GR-EGFP	Dynein transport cell count	bCat nuc transl	bCat nuc transl cell count 5 µM
Cc1c(-c2ccc(O)cc2)nc2nc(-c3ccccc3)c(-c3ccccc3)nn12	i	-5.3	27	2.3	-0.68	4.0	1329
CC1(C)C2CCC1(C)C(OC(=O)c1ccccc1C(=O)O)C2 (stereo not given)	i	-0.78	-0.24	-0.35	1.5	-0.4	1325
O=C(Nc1cccc2ccccc12)N1N=CCC1c1ccccc1 (stereo not given)	i	0.55	-0.22	0.74	0.048	3.4	1286
Cc1ccc(-c2nc3c(c(=O)c4ccccc4n3C)c(=O)n2-c2ccc(F)cc2)cc1	i	-0.09	-0.16	-0.15	0.6	-0.3	1301
COc1ccc(/C=N/NC(=O)Cc2cccs2)cc1	i	0.44	-0.25	0.082	-0.19	1.0	1324
CC(C)CN1CCC(=O)N([C@H](CSc2ccc(Br)cc2)Cc2ccccc2)CC1	i	0.27	-0.82	0.15	-0.37	-0.5	1148
CN(CC(=O)NCc1ccco1)S(=O)(=O)c1ccc2c(c1)c(=O)n(C)c(=O)n2C	i	1.7	-0.23	1.6	-1.5	0.1	1381
CN1C(=S)SC2CS(=O)(=O)CC21C (stereo not given)	i	0.15	-0.13	0.77	-0.92	-0.8	1292
COc1ccc(C2/C=C\CN(C(=O)c3ccccc3)CC(=O)N2Cc2ccc(F)cc2)cc1 (stereo not given)	i	0.14	-0.78	0.0085	0.017	-0.4	1086
CN1CCCC(OC(=O)c2ccc(Cl)cc2)C1 (stereo not given)	i	1.9	-0.23	1.7	-2	1.3	1219
COc1cc(C(=O)NNC(=S)NC(=O)c2ccc(F)cc2)cc(OC)c1OC	i	-0.033	0.55	0.51	0.5	1.3	1272
CCOC(=O)C1CCN(C(=O)c2cccnc2Oc2ccccc2)CC1	i	4	-0.0059	3.8	-3.1	-1.3	1339
COc1ccc(/C=N/n2cnc3c([nH]c4ccccc43)c2=O)cc1CO	i	-1.1	-0.21	-0.13	0.45	-0.1	1314
CC1(C)Cc2nc(-c3ccccc3)nc(SCC(=O)N3CCCC3)c2CO1	i	0.66	-0.31	0.24	0.23	0.6	1031
CCc1nnc(NS(=O)(=O)c2ccc(NC(=S)NC(=O)/C=C/c3ccc([N+](=O)[O-])cc3)cc2)s1	i	0.15	-0.24	0.49	-0.051	-0.6	1354
CCOC(=O)CC1C(=O)NCCN1c1nc2ccc(C)cn2c(=O)c1/C=C1\SC(=S)N(C(C)CC)C1=O (stereo not given)	i	-3.6	10	-0.28	1.6	6.3	1086
Cn1nc(C(F)(F)F)c(-c2ccc(F)cc2)c1NC(=O)CSCC(=O)O	i	1.2	-0.22	0.7	-0.89	-1.1	1339
C[C@@H]1CC=C[C@H]2[C@H]1C(=O)N(Cc1ccccc1)[C@H]2c1ccoc1	i	-2.5	-0.42	-0.97	0.24	-2.1	1120
O=C(c1cnc2ccccc2n1)N1CCN(c2ccc(C(F)(F)F)cn2)CC1	i	0.4	-0.25	0.052	0.45	0.0	1328
Cc1nc(CSc2n[nH]c(=O)n2-c2cccc(F)c2)cs1	i	-0.45	-0.22	-0.29	-0.024	-1.1	1062
NNC(=O)c1csc(-c2ccc(C(F)(F)F)cc2Cl)n1	i	0.56	-0.26	0.12	-0.095	2.4	1125
Cc1ccc(-c2cc(Cc3cccs3)c(=O)[nH]n2)cc1	i	-0.32	-0.24	-0.084	0.075	0.5	1321
Cn1nccc1NC(=O)Nc1cccc([N+](=O)[O-])c1	i	-0.27	-0.25	0.22	0.62	1.2	1318
C=CCc1c(O)c(CC)cc2c(C)cc(=O)oc12	i	-0.81	-0.27	-0.044	0.87	1.4	1305
CCC(=O)Nc1cccc(C2=NOC3(C2)C[C@H](C(N)=O)N(C(=O)c2ccc(Cl)cc2)C3)c1 (stereo not given in full)	i	0.65	-0.82	0.63	-0.66	-1.3	1078
CCOc1ccc(NCc2cc3cc(OC)ccc3[nH]c2=O)cc1	i	0.24	-0.2	0.0046	0.25	0.3	1325
Cc1nc2ccccn2c1-c1ccnc(=S)[nH]1	i	-0.06	-0.26	-0.26	0.71	-5.5	1209
CCn1cc(C(=O)O)c(=O)c2cnc(N3CCN(C(=S)Nc4ccccc4)CC3)nc21	i	-0.36	-0.25	0.4	0.46	-0.3	1258
Cc1cc(/C=N/NS(=O)(=O)c2ccc(F)c(Cl)c2)no1	i	0.83	-0.19	0.29	-0.78	-3.3	1161
CCc1ccc(/C=N\n2cnnc2)cc1	i	-0.13	-0.28	0.59	-0.25	1.4	1186

Laid out differently: entries from further up.
molecule | Yfh1-off respiration | Dynein transport | Dynein transport cytoplasmic EGFP | Dynein transport nuclear GR-EGFP | Dynein transport cell count | bCat nuc transl | bCat nuc transl cell count 5 µM
Cc1nc(CSc2n[nH]c(=O)n2-c2cccc(F)c2)cs1 | i | -0.45 | -0.22 | -0.29 | -0.024 | -1.1 | 1062
NNC(=O)c1csc(-c2ccc(C(F)(F)F)cc2Cl)n1 | i | 0.56 | -0.26 | 0.12 | -0.095 | 2.4 | 1125
Cc1ccc(-c2cc(Cc3cccs3)c(=O)[nH]n2)cc1 | i | -0.32 | -0.24 | -0.084 | 0.075 | 0.5 | 1321
Cn1nccc1NC(=O)Nc1cccc([N+](=O)[O-])c1 | i | -0.27 | -0.25 | 0.22 | 0.62 | 1.2 | 1318
C=CCc1c(O)c(CC)cc2c(C)cc(=O)oc12 | i | -0.81 | -0.27 | -0.044 | 0.87 | 1.4 | 1305
CCC(=O)Nc1cccc(C2=NOC3(C2)C[C@H](C(N)=O)N(C(=O)c2ccc(Cl)cc2)C3)c1 (stereo not given in full) | i | 0.65 | -0.82 | 0.63 | -0.66 | -1.3 | 1078
CCOc1ccc(NCc2cc3cc(OC)ccc3[nH]c2=O)cc1 | i | 0.24 | -0.2 | 0.0046 | 0.25 | 0.3 | 1325
Cc1nc2ccccn2c1-c1ccnc(=S)[nH]1 | i | -0.06 | -0.26 | -0.26 | 0.71 | -5.5 | 1209
CCn1cc(C(=O)O)c(=O)c2cnc(N3CCN(C(=S)Nc4ccccc4)CC3)nc21 | i | -0.36 | -0.25 | 0.4 | 0.46 | -0.3 | 1258

Later entries.
SMILES	Yfh1-off respiration	Dynein transport	Dynein transport cytoplasmic EGFP	Dynein transport nuclear GR-EGFP	Dynein transport cell count	bCat nuc transl	bCat nuc transl cell count 5 µM
Cc1ccc(-c2cccc(C3CC=CC4C3C(=O)N(Cc3ccccc3)C4c3ccc(C(F)(F)F)cc3)c2)cc1 (stereo not given)	i	-1	-0.65	-0.32	-0.11	-2.6	1243
O=C(O)CC12CC3CC(C1)CC(n1ncc(N4CCC5(CC4)OCCO5)c(Cl)c1=O)(C3)C2	i	0.71	-0.2	0.22	0.41	-0.1	1325
Cc1c(C(=O)NNc2c(Cl)cccc2Cl)n(C)oc1=O	i	-0.5	-0.32	-0.5	2	-2.4	1068
Cc1occc1C(=O)N/N=C/c1ccc(N(C)C)cc1	i	0.022	-0.25	0.67	-0.51	1.5	1269
Cc1cc(-c2nnc(SCC(=O)Nc3ccc(C(F)(F)F)cc3)n2C)no1	i	1.7	-0.31	0.34	-0.095	-0.1	1016
O=C(Nc1ccccc1)Oc1ccc[nH]c1=O	i	0.83	-0.22	0.84	0.11	-0.1	1370
N#CC12CCCCC1CC1CCCCC1(C#N)N2N (stereo not given)	i	0.71	0.15	0.29	-0.85	1.0	1344
CC1=CCC2C(=O)N(c3ccc(N4CCOCC4)cc3)C(=O)C2C1 (stereo not given)	i	-0.028	-0.2	0.49	-0.45	0.9	1240
COC(=O)c1c(C)noc1-c1snnc1C	i	-0.36	-0.27	-0.42	0.73	-2.6	1189
NC1=NC[C@@H](Cc2ccc(O)cc2)N1CCCCC1CCCCC1	i	-0.67	-0.68	-0.24	0.17	0.3	1388
CC(=O)n1c(C=Nc2ccc(Cl)cc2)c(O)c2ccccc21	i	-1.1	7.6	0.88	0.53	-0.2	1359
O=S(=O)(Nc1ccc(N2CCCCC2)cc1)c1ccc(F)cc1F	i	0.5	0.061	0.19	-0.57	-2.8	1206
Cc1cc(C(=O)O)c(C)n1Cc1ccncc1	i	0.56	0.17	0.1	0.51	-2.3	1059
O=C(O)COc1ccccc1/C=N/NC(=O)c1cc(-c2ccccc2)nc2ccccc12	i	-0.43	-0.26	0.36	0.048	-0.4	1334
COc1ccc(NC(=O)CN2C(=O)/C(=C3\SC(=S)N(C4CCS(=O)(=O)C4)C3=O)c3ccccc32)cc1 (stereo not given)	i	-0.67	-0.11	-0.0056	-0.19	1.2	1292
COc1cc(O)c(C(CCN2CCCC2)c2ccc3c(c2)OCO3)c(OC)c1 (stereo not given)	i	-0.26	-0.73	-0.078	-0.37	0.6	1168
Cc1ccc(-c2nc3[nH]c(=O)cc(NC(=O)c4cccs4)n3n2)cc1	i	-0.31	-0.21	0.27	0.51	-0.9	1322
COc1cc(C(CCN2CCCCC2)c2c(OC)cc(OC)c3c(C)cc(=O)oc23)cc(OC)c1OC (stereo not given)	i	-0.27	-0.78	-0.086	0.34	1.2	1097
CCOC(=O)c1c(C)nn(-c2ccc(NC(=O)CSCC(=O)O)cc2)c1C	i	-0.0088	-0.25	-0.086	0.49	-3.3	1178
CC(C)NC(=O)/C(C#N)=C/c1ccc(N(C)C)o1	>100µM*	3	0.35	2.2	-0.85	-0.2	1299
Cc1csc2c(N3CCN(C(=S)Nc4ccc(F)cc4F)CC3)ncnc12	i	-0.68	-0.075	-0.0045	0.62	1.1	1307
CCCN1CCC(=O)N(CCSc2ccc(NC(C)=O)cc2)CC1	i	1.1	-0.78	0.44	-0.033	1.8	1011
CC(C)(C)OC(=O)N1CCC(CNC(=O)c2ccc(F)cc2F)CC1	i	-0.44	-0.26	0.23	1.7	0.0	1296
CC1C[N+](=C2C=C(N3CCOCC3)CC(C)(C)C2)CC(C)O1 (stereo not given)	i	1.8	-0.64	0.8	-1.8	-0.6	1393
CC[C@@]1(O)C(=O)OCc2c1cc1n(c2=O)Cc2cc3c(N)cccc3nc2-1	i	-0.0011	-0.76	0.03	0.00066	-2.0	791
COc1ccc(-c2c([C@H]3[C@H]4C=CC[C@@H](C)[C@@H]4C(=O)N3Cc3ccccc3)ccc3ccccc23)cc1	i	0.78	-0.75	0.37	-1	0.3	1066
O=c1c2cc(-c3ccccc3)sc2nc2n1N=C(c1ccccc1)CS2	i	1.3	-0.25	0.58	-0.15	-1.4	1347
O=C(N/N=C/c1cccn1-c1ccc([N+](=O)[O-])cc1)c1cccnc1	i	-0.16	-0.099	0.31	0.34	0.4	1315
COC(=O)c1ccc(S(=O)(=O)N2CCCN(Cc3ccccc3)CC2)n1C	i	-0.22	-0.15	-0.016	-1.9	1.1	1293
CC(=O)N1C=Cc2c(c(C)c3c([nH]c4ccccc43)c2C)C1	i	11	8.5	8.9	0.73	-1.0	730
Cc1cc(-c2onc(C)c2C(=O)N/N=C/c2ccccc2)no1	i	-0.27	-0.26	-0.37	0.45	-2.2	1204
CC(=O)c1ccc(Sc2ccccn2)c([N+](=O)[O-])c1	i	0.96	-0.17	0.97	-0.5	1.8	1337
CCCCCN1C/C=C\C(c2ccc(OC)cc2)N(Cc2ccc(F)cc2)C(=O)C1 (stereo not given)	i	0.05	-0.71	-0.025	-0.23	-1.8	1217
CCC1(C)Cc2ccccc2-c2nc(NCCCO)n(C)c(=O)c21 (stereo not given)	i	-0.2	-0.074	-0.24	-0.38	-1.9	1128
O=C1C2C(c3cccc(/C=C/c4ccccc4)c3)CC=CC2C(c2ccc(C(F)(F)F)cc2)N1Cc1ccccc1 (stereo not given)	i	-0.16	-0.71	-0.12	0.059	-0.9	1121
C[C@@H]1CC=C[C@H]2[C@H]1C(=O)N(Cc1ccccc1)[C@H]2c1ccc(F)c(Br)c1	i	-1.5	-0.64	-0.54	-0.0076	-2.4	1229

High-throughput results as filed in PubChem BioAssay.
